TRPM1 prom inh: inhibitors of MITF-dependent TRPM1 promoter reporter, primary screen, cell-based, SK-MEL-5, single point, luciferase; SK-MEL-5 TRPM1 promoter luciferase, 24 h; inhibition, % at 12.5 µM; actives 0.83% (n = 330,000);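 active = mean inhibition across replicates of 60% or more, whatever share of single replicates reaches that level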; also: values of inactives mirror those of a sister screen read the other way
NR2E3 ag-1: inhibitors of NR2E3-RetCOR corepressor binding, primary screen, NR2E3 agonist project, biochemical, TR-FRET, GST-NR2E3, biotin-RetCOR; Photoreceptor-specific nuclear receptor (Homo sapiens), Q9Y5X4; 1536-well; inhibition of corepressor binding, % at 4.78 µM; actives 0.12% (n = 320,000); AID 2300, 2010;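 active = percent inhibition above the cutoff of mean plus 3 SD of all tested compounds, set per screening campaign, cut at about 20% in these data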;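 also: 0% = DMSO wells and 100% = biotin wells as full block of FRET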
Target sequence (Q9Y5X4 whole entry, looked up): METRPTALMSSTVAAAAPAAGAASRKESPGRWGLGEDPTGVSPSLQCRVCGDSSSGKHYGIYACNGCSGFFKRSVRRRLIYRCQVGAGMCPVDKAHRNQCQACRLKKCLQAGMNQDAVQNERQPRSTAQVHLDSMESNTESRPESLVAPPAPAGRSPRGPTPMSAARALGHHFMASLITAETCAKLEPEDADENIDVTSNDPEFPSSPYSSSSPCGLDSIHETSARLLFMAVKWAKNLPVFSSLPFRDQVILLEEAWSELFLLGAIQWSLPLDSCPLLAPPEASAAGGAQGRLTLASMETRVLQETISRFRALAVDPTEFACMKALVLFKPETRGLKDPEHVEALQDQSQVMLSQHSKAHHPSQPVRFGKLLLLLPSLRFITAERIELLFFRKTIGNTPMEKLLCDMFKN
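Material: NR2E3–RetCOR corepressor complex / Amount: 1.35 nM GST-NR2E3 / Medium: Tris pH 7.5 / Compound: single nominal compound dose of 4.8 µM / Incubation: 5 h at 4 °C / Technique: TR-FRET, Eu(K)-anti-GST donor, streptavidin-D2 acceptor, ex 340, em 617/671 nm / Read-out basis: percent loss of FRET ratio relative to control wells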
hiPSC survival: enhancers of single-cell hiPSC survival, primary screen, ATPlite luminescence. 100% = ROCK inhibitor wells, 0% = DMSO. survival enhancement, % at 20 µM. actives 0.044% (n = 360,000). AID 602274, 2012; in the data active = survival enhancement above about 18%;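 also: cells exposed to compounds for 16 hours before the ATP read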
HIF-2a inh: HIF-2a reporter inhibitors, primary screen, luminescence, 786-0 RCC cells. 786-0 RCC cells HIF-2a reporter, luciferase luminescence, overnight. inhibition, % at 18.8 µM. actives 0.72% (n = 360,000). AID 624352, 2012;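 active = inhibition of the luminescence signal of 40% or more relative to plate controls, in a single-dose primary screen at 18.75 µM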
KKLEB tox: cytotoxicity in KKLEB CF airway cells, primary screen, cytotoxicity control for CF NF-kB inhibitor project, cell-based, uHTS, fluorescence assay plates; KKLEB CF airway cells viability, ATPlite luminescence, overnight; hits give low values; cells stimulated with P. aeruginosa culture filtrate; activity change (cytotoxicity), % at 5 µM; actives 0.36% (n = 360,000);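 active = corrected activity change at or below -50% at 5 µM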
aDG glyco up: activators of alpha-DG glycosylation, primary screen, uHTS, Pro5-aDG cells, AlphaScreen | activation, % at 10 µM | actives 0.22% (n = 360,000) | AID 624168, 2012 | alpha-DG glycosylation AlphaScreen (IIH6); 0% Pro5, 100% B10-LARGE cell signal;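 active = activation of at least 8% versus controls, or a plate z-score of at least 8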;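 also: Pro5 are CHO cells carrying HIG-tagged alpha-DG that lacks glycosylation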
Peg3 promoter: Peg3 promoter-driven luciferase inhibitors, primary screen, cell-based, HeLa, luciferase luminescence; HeLa PEG-Prom luciferase reporter, overnight; inhibition, % at 20 µM; actives 1.7% (n = 360,000); AID 588405, 2011;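 active = inhibition of at least 50% at 20 µM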
TWEAK Fn14 block: inhibitors of TWEAK-Fn14 signaling, primary screen, luciferase reporter cells, uHTS; TWEAK-stimulated Fn14 reporter cells, luciferase luminescence, 8 h; inhibition, % at 10 µM; actives 2% (n = 360,000); AID 1159606, 2016; in the data active = inhibition above about 50%
Shn3 inh set2: reduction of Shn3 3'UTR firefly luciferase signal, primary screen, Schnurri-3 inhibitor project, cell-based, Clone20 osteoblasts, set 2. Clone20 osteoblast Shn3 3'UTR firefly luciferase, 24 h. inhibition, % at 12.5 µM. actives 0.52% (n = 360,000);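 active = mean inhibition of at least 75% with every replicate also reaching 75%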;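 also: 0% = median of neutral control wells and 100% = pilot-screen positive control compound; some compounds past the cut are filed as inactive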
CF NFkB inh: inhibitors of PAF-induced NF-kB signaling, primary screen, cell-based, GFP fluorescence, uHTS | AID 588850, 2011 | KKLEB NF-kB-GFP reporter, GFP fluorescence overnight | inhibition, % at 5 µM | actives 0.86% (n = 360,000);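 active = at least 50% inhibition at 5 µM, scaled per plate between neutral and stimulator controls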;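 also: PAF is a Pseudomonas aeruginosa culture filtrate used as stimulus; plate controls were PAF-stimulated DMSO wells for no effect and unstimulated DMSO wells for full effect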
NR2E3 ag-2: NR2E3 agonists in two-hybrid cells, primary screen, cell-based, luminescence, CHO-S, Gal4-NCOR/VP16-NR2E3. Photoreceptor-specific nuclear receptor (Homo sapiens), Q9Y5X4. luciferase. inhibition of corepressor binding, % at 3.98 µM. actives 0.35% (n = 360,000). AID 602229, 2012;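 active = inhibition above the mean of all tested compounds plus 3 SD, cut at about 70% in these data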;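 also: 0% = DMSO with NR2E3 transfected cells and 100% = cells lacking NR2E3 construct; higher means lower luciferase signal from less NR2E3 corepressor binding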
An asterisk follows results filed as active; x = no result given.

SMILES | TRPM1 prom inh | NR2E3 ag-1 | hiPSC survival | HIF-2a inh | KKLEB tox | aDG glyco up | Peg3 promoter | TWEAK Fn14 block | Shn3 inh set2 | CF NFkB inh | NR2E3 ag-2
Cc1cccc(OCC(=O)N2CCN(C(=O)c3cccs3)CC2)c1 | -9 | 0 | 5.0 | -42 | -8 | 0.0 | -11 | 3 | -54 | -2 | -31
CCn1c(NC(=O)C(C)C)c(-c2ccccc2)c(=O)c2ccccc21 | x | 3 | -0.5 | 3 | -2 | -0.1 | -8 | 0 | 9 | -15 | -27
C[C@@H](N)C(=O)N[C@H]1CCC2C3CC=C4C[C@@H](O)CC[C@]4(C)C3CC[C@@]21C (some centres undefined) | -13 | x | 0.8 | 7 | 1 | 0.3 | -1 | 19 | -5 | 3 | -9
CCN1C(=O)[C@@H]2C(C(=O)c3cnccn3)=NN[C@@H]2C1=O | 14 | -1 | 1.7 | 9 | 2 | -0.1 | 3 | 1 | x | -18 | 6
C(#Cc1ccc(C#CCN2CCOCC2)cc1)CN1CCOCC1 | 2 | 0 | 1.6 | 16 | 4 | 0.1 | 16 | -2 | 8 | -14 | -1
Cc1nnsc1C(=O)NC1CCCc2c1cnn2-c1ccccc1F (centres undefined) | 42 | 4 | 0.5 | 2 | 1 | 4.4 | 16 | 18 | 39 | 9 | 83*
CC(C)(C)NC(=O)NC(=O)COC(=O)c1ccco1 | -11 | -4 | -2.7 | 6 | 3 | -0.1 | -1 | 1 | 5 | -2 | -15
O=C(CCc1nnc2n(Cc3ccc(F)cc3)c(=O)c3ccccc3n12)N1CCN(c2ccccn2)CC1 | 16 | 2 | -0.5 | 25 | -2 | -0.4 | 42 | -7 | -33 | 2 | 1
Nc1ccc(C(=O)OCc2ccncc2)cc1[N+](=O)[O-] | -19 | -2 | -0.4 | -57 | -7 | -0.5 | -38 | -10 | 13 | -28 | -6
O=C(Cn1cc([N+](=O)[O-])cn1)NCCc1c[nH]c2ccccc12 | 13 | 4 | -0.6 | 5 | -1 | -0.1 | 22 | 18 | -45 | -12 | -22
Cc1cccc(CN2C(=O)N/C(=C/c3cc(C)n(-c4ccccn4)c3C)C2=O)c1 | -19 | 0 | 7.7 | -65 | 0 | -0.2 | -22 | 19 | 31 | 5 | -11
COC(=O)N/N=C/c1cc(C)n(-c2ccc(Br)cc2)c1C | -2 | 1 | 0.0 | 2 | -13 | 0.2 | -6 | -4 | x | -17 | -22
Cc1ccc(NC(=S)N2CCC(c3nc4ccccc4s3)CC2)cc1C | 16 | 2 | -1.5 | -16 | -1 | 0.5 | 5 | -5 | 13 | 1 | 19
N#Cc1ccc2ccn(CC(=O)NC3CCCCCC3)c2c1 | 4 | -3 | 0.6 | 19 | -1 | 0.0 | 29 | -18 | 28 | -10 | -28
COC(=O)C1=C(C)NC(C)=C(C(=O)OC)C1C(=O)OCc1nnc(-c2ccccc2Cl)o1 | 1 | x | -0.4 | 5 | -8 | -0.1 | 0 | -9 | -50 | 3 | -9
CCOc1nsc(OCC)n1 | -1 | 0 | -0.2 | 4 | 16 | 0.0 | 4 | 5 | -5 | -24 | -26
CCOC(=O)c1ccc(NC(=S)N2CCCC(C(=O)N3CCCC3)C2)cc1 (centres undefined) | 2 | -3 | -0.5 | 5 | -3 | 0.5 | 11 | 15 | 7 | 7 | -32
COc1ccc(/C=C/C(=O)OCC(=O)NC2CCCC2)cc1OC | -4 | x | 0.4 | 9 | 12 | 0.0 | 3 | -2 | -12 | -9 | -21
COc1ccccc1C(CNC(=O)c1ccc(NS(=O)(=O)c2ccc(F)c(C)c2)cc1)N1CCCC1 (centres undefined) | 6 | -1 | 0.1 | 0 | 5 | -0.2 | -11 | -19 | 13 | 14 | -6
O=S(=O)(NCc1ccco1)c1cccc(S(=O)(=O)N2CCOCC2)c1 | 4 | 1 | 0.3 | 12 | 2 | -0.1 | 12 | 12 | 17 | 6 | -7
COc1cccc(OCC(=O)N(Cc2nc(-c3ccc(Cl)cc3)no2)C(C)C)c1 | -7 | 0 | 0.5 | -1 | 2 | 0.1 | 35 | -61 | 0 | -29 | 21
COc1ccc(S(=O)(=O)N(CC(=O)N2CCCC2)Cc2ccccc2)cc1 | 12 | 0 | -1.6 | 13 | 1 | 0.3 | 6 | 13 | -16 | -5 | -34
O=C(N/N=C/c1ccccn1)c1cc(-c2ccc(Cl)cc2)nc2ccccc12 | 81* | -1 | -2.0 | -11 | -11 | -0.3 | -71 | 16 | 79 | -8 | -22
O=C(OCc1nnc(-c2ccccc2Br)o1)c1ccco1 | -3 | x | 1.4 | 20 | -7 | -0.2 | -6 | -20 | -8 | 6 | -1
COc1ccc(CC(=O)Nc2nc(-c3cccc([N+](=O)[O-])c3)cs2)cc1 | -6 | 2 | -1.6 | -33 | -14 | 0.2 | -13 | -54 | -5 | -5 | -20
Cc1cc(C(=O)COC(=O)C(C)NC(N)=O)c(C)n1Cc1ccco1 (centres undefined) | -50 | 15 | -0.1 | -91 | -5 | -0.4 | -69 | 8 | -26 | -21 | -20
CCC(Sc1nc2c(c(=O)n1CC)SC(C)C2)C(=O)OC (centres undefined) | x | 2 | 3.5 | 7 | -6 | 0.1 | -3 | -1 | -13 | 2 | -14
CCOC(=O)C1=C(c2ccccc2)NC(N)=NC1c1ccc(OCc2ccc(Cl)cc2)c(OC)c1 (centres undefined) | 35 | 1 | 0.1 | 4 | 3 | 0.0 | 110* | 23 | 0 | 3 | -37
COc1ccc(OC)c(/C=C/c2c([N+](=O)[O-])c(=O)n(C)c(=O)n2C)c1 | 5 | -4 | 0.2 | 17 | 7 | 0.0 | 2 | 8 | -14 | 35 | -7
COc1cc2cc(C(c3nnnn3C3CCCC3)N3CCc4ccccc43)c(=O)[nH]c2cc1OC (centres undefined) | 2 | 1 | 1.0 | 17 | -13 | 0.6 | 25 | 26 | 6 | 6 | -21

Reformatted tab-delimited: entries from further up.
structure	TRPM1 prom inh	NR2E3 ag-1	hiPSC survival	HIF-2a inh	KKLEB tox	aDG glyco up	Peg3 promoter	TWEAK Fn14 block	Shn3 inh set2	CF NFkB inh	NR2E3 ag-2
CCOc1nsc(OCC)n1	-1	0	-0.2	4	16	0.0	4	5	-5	-24	-26
CCOC(=O)c1ccc(NC(=S)N2CCCC(C(=O)N3CCCC3)C2)cc1 (centres undefined)	2	-3	-0.5	5	-3	0.5	11	15	7	7	-32
COc1ccc(/C=C/C(=O)OCC(=O)NC2CCCC2)cc1OC	-4	x	0.4	9	12	0.0	3	-2	-12	-9	-21
COc1ccccc1C(CNC(=O)c1ccc(NS(=O)(=O)c2ccc(F)c(C)c2)cc1)N1CCCC1 (centres undefined)	6	-1	0.1	0	5	-0.2	-11	-19	13	14	-6
O=S(=O)(NCc1ccco1)c1cccc(S(=O)(=O)N2CCOCC2)c1	4	1	0.3	12	2	-0.1	12	12	17	6	-7
COc1cccc(OCC(=O)N(Cc2nc(-c3ccc(Cl)cc3)no2)C(C)C)c1	-7	0	0.5	-1	2	0.1	35	-61	0	-29	21
COc1ccc(S(=O)(=O)N(CC(=O)N2CCCC2)Cc2ccccc2)cc1	12	0	-1.6	13	1	0.3	6	13	-16	-5	-34
O=C(N/N=C/c1ccccn1)c1cc(-c2ccc(Cl)cc2)nc2ccccc12	81*	-1	-2.0	-11	-11	-0.3	-71	16	79	-8	-22
O=C(OCc1nnc(-c2ccccc2Br)o1)c1ccco1	-3	x	1.4	20	-7	-0.2	-6	-20	-8	6	-1

Next section.
SMILES | TRPM1 prom inh | NR2E3 ag-1 | hiPSC survival | HIF-2a inh | KKLEB tox | aDG glyco up | Peg3 promoter | TWEAK Fn14 block | Shn3 inh set2 | CF NFkB inh | NR2E3 ag-2
O=C(Cn1ccc(=O)[nH]c1=O)c1ccc([N+](=O)[O-])o1 | x | x | 4.5 | 3 | -7 | 0.9 | -11 | -3 | -1 | -26 | 7
CCC(C)N(CC(=O)NCc1ccc(OC)cc1)C(=O)c1csnn1 (centres undefined) | -7 | 1 | 3.9 | -2 | 2 | -0.2 | 5 | 1 | -50 | -11 | -19
COc1ccc(S(=O)(=O)N2CCOC2CNC(=O)C(=O)NCc2ccc3c(c2)OCO3)cc1OC (centres undefined) | -2 | -1 | 0.0 | 23 | -14 | 0.0 | 12 | -41 | -14 | -2 | 1
COc1ccccc1/C=C/C=N\N1CCN(Cc2ccccc2Cl)CC1 | -17 | 1 | 7.2 | 6 | 0 | -0.7 | 10 | -21 | 27 | -3 | -13
COc1ccc(OCCSc2nnc(CCNC(=O)c3ccc(OC)cc3)n2C)cc1 | 7 | 0 | 0.0 | -9 | -16 | 1.7 | 1 | 9 | -4 | 16 | 19
CCc1nnc(NS(=O)(=O)c2ccc(NC(=O)c3ccc(Br)cc3)cc2)s1 | 15 | 0 | -0.6 | 17 | -4 | 0.0 | 4 | 6 | -6 | -5 | 5
O=C(NCCCN1CCOCC1)c1cc(S(=O)(=O)N2CCCCC2)ccc1Cl | x | x | 6.8 | 15 | 17 | 0.0 | 4 | -19 | -4 | -6 | -19
Cc1ccccc1S(=O)(=O)N(C)C[C@@H]1OCc2cnnn2CCCC(=O)N([C@@H](C)CO)C[C@H]1C | x | x | 8.3 | 8 | 10 | -0.1 | -5 | 8 | -2 | -12 | -4
COc1ccccc1NC(=O)CN1C(=O)COc2ccc(S(=O)(=O)N3CCC(C)CC3)cc21 | -4 | -1 | -0.5 | 6 | 4 | 0.4 | -8 | -13 | 10 | -9 | -45
CC1(C)C2CCC1(C)C(NCC(O)COc1ccc(C#N)cc1)C2 (centres undefined) | -14 | -2 | -0.7 | 3 | 3 | 0.9 | 7 | 12 | 8 | -10 | -21
